TDP1 inh – TDP1 (human) enzyme inhibition; actives 0.28% (n = 350,000); Q9NUW8; recombinant TDP1, AlphaScreen DNA substrate cleavage; Potency, µM (top dose mostly 130 µM), for inactives: at the highest dose activity change, negative = inhibition, most hits filed as inhibitors; also: nearly all actives have a fitted effect of over 40% in size
Target sequence (Q9NUW8 whole entry, looked up): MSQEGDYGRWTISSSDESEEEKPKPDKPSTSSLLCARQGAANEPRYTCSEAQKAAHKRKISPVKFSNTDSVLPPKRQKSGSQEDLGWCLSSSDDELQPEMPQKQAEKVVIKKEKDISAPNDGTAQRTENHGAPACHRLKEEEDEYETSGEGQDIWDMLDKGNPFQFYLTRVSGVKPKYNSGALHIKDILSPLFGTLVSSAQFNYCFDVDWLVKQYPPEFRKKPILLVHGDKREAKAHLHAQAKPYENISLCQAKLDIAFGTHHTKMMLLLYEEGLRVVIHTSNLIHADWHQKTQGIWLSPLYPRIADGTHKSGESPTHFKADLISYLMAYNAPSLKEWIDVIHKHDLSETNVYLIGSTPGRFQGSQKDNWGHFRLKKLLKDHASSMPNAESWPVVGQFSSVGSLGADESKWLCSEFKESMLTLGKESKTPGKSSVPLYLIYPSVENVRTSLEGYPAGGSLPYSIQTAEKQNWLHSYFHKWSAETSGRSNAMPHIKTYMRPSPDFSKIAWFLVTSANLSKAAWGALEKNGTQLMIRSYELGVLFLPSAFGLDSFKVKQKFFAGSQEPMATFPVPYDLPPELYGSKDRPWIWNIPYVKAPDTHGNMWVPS
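Recombinant E. coli-expressed Tdp1 (1 nM) preincubated with compound 15 min at RT, then 5'-biotin/3'-phosphotyrosine-FITC DNA substrate (15 nM) added for 5 min. AlphaScreen beads (10 ug/ml) added, 10 min RT; tyrosine-FITC cleavage read as signal loss.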
TDP1 cell noCPT – qHTS for Inhibitors of human tyrosyl-DNA phosphodiesterase 1 (TDP1): qHTS in cells in absence of CPT; actives 15% (n = 420,000); Potency, µM (series often up to 46.2 µM), for inactives: top-dose activity change, negative = growth inhibition, most hits filed as inhibitors; DT40 Tdp1-/- hTDP1 cells, no CPT, ATP luminescence, 48 h; also: nearly all actives have a fitted effect of over 55% in size
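Readout: luminescence from CellTiter-Glo after 30 min in the dark at RT. Cells: DT40 Tdp1-/- with stable hTDP1, 400/well. Exposure: compounds alone, ≥48 hr, 37 °C.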
DT40 TDP1 CPT – growth inhibition of DT40 Tdp1-/-;hTDP1 cells with camptothecin (screen for TDP1 inhibitors) | chicken DT40 Tdp1-/-;hTDP1 cells + 20 nM CPT, ATP luminescence, 48 h | Potency, µM (titrated, usually from 46.2 µM), inactives show at the top dose activity change, negative = growth inhibition, actives largely listed as inhibitors | actives 12% (n = 420,000) | AID 686979; also: nearly all actives have a fitted effect of over 55% in size
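Chicken DT40 Tdp1-/- cells stably complemented with human TDP1 were seeded at 400 cells/well in medium containing 20 nM camptothecin, exposed to pin-transferred compounds, and grown at 37 °C for at least 48 hr. Viability was read as ATP luminescence.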
* = called active by the depositor; ? = inconclusive; . = no result given; & = joins results of further samples; ! = not active in a repeat; [ ] = another dose, or the depositor's remark. Calls follow the shape of the dose curve; as a rule, active = well fitted curve in the direction sought with a large enough effect; inconclusive = small, poorly fitted or top-dose-only effect, or another doubt; inactive = no such curve, though single readings can be large; an effect the other way counts as inactive or inconclusive. % is scaled to controls: 0 for no effect and ±100 for the full control effect; potency is read from the fitted curve at half-maximal effect. These rows are one share of the data; count on the stated rates, not on these rows.

Order of results – TDP1 inh | TDP1 cell noCPT | DT40 TDP1 CPT
- C[n+]1c(-c2ccccc2)cc(-c2ccc(O)cc2)cc1-c1ccccc1
    -0.6% | 20.6µM* | 18.4µM*
- Cc1cc(Cc2c(O)[nH]c(=S)[nH]c2=O)ccc1OC(C)C
    4.1% | -5.7% | -0.6%
- CC1(C)N([O-])[N+](=O)C1(C)Br (configuration not stated)
    -9.6% | -21.4% | ?
- COc1ccccc1-n1c(O)c(C=NCCN2CCNCC2)c(=O)[nH]c1=O
    2.1% | 1.1% | 8.0%
- CC(=O)N1N=C2C3CCN(CC3)C2C1c1ccc(F)cc1 (configuration not stated)
    -7.6% | ? | 3.4%
- Cc1nc2ccccc2c(=O)n1-c1ccc(F)cc1F
    3.9% | -20.9% | -4.8%
- Cn1c(O)c(C=Nc2cccc(C(F)(F)F)c2)c(=O)n(C)c1=O
    . | 0.8% | -1.4%
- Cc1c(NP(=O)(C(C)(C)C)C(C)(C)C)c(=O)n(-c2ccccc2)n1C
    . | -2.6% | 1.6%
- CCc1nc2ccccc2c(=O)n1-c1ccc2ccccc2c1
    1.8% | ? | ?
- N[C@@H](CCl)C(=O)O
    5.2%[56.1 µM] | -1.1% | 2.6%
- CCOc1ccccc1OCC(=O)Nc1ccc(Cl)cc1C(=O)c1ccccc1
    -5.4% | -12.0% | -13.5%
- O=c1[nH]c(=O)n(Cc2ccccc2)c(O)c1/C=C1\C=Nc2ccccc21
    -10.0% | ? | ?
- O=C(Cn1c(=O)oc2cc(S(=O)(=O)N3CCCCCC3)ccc21)NCc1ccccc1Cl
    1.9% | 7.31µM* | 9.2µM*
- Cc1cccc(C)c1-n1nnnc1C(c1ccccc1)N1CCC2(CC1)C(=O)NCN2c1ccccc1 (configuration not stated)
    . | 20.6µM* | 23.1µM*
- C[C@]12CC[C@H](O)CC1=CC(=O)C1C2CC[C@]2(C)C(=O)[C@H](O)CC12 (some centres not stated)
    -0.3% | -13.6% | -15.2%
- CCC(C)N=Cc1c(O)n(-c2ccccc2)c(=O)[nH]c1=O (configuration not stated)
    1.5% | -1.3% | -5.8%
- C[C@]12CC[C@H](OS(=O)(=O)O)CC1=CC[C@@H]1[C@@H]2CC[C@]2(C)C(=O)CC[C@@H]12
    . | 5.2%&13.2%&16.0%&3.4% | 8.2%&0.2%&-8.3%&3.5%
- OC(c1ccc(F)cc1)C(c1ccccc1)N1CCOCC1 (configuration not stated)
    -2.0% | -9.5% | 0.4%
- c1ccc2c(CN3CCCCCCC3)c[nH]c2c1
    2.9% | 1.46µM* | 0.651µM*
- O=C(CN1CCCCC1)NCC(=O)Nc1ccc(Br)cc1C(=O)c1ccccc1
    1.0% | 18.4µM* | 16.4µM*

2 entries from above, bar-delimited.
SMILES | TDP1 inh | TDP1 cell noCPT | DT40 TDP1 CPT
O=c1[nH]c(=O)n(Cc2ccccc2)c(O)c1/C=C1\C=Nc2ccccc21 | -10.0% | ? | ?
O=C(Cn1c(=O)oc2cc(S(=O)(=O)N3CCCCCC3)ccc21)NCc1ccccc1Cl | 1.9% | 7.31µM* | 9.2µM*

Going on with the list.
Order of results – TDP1 inh | TDP1 cell noCPT | DT40 TDP1 CPT
- COC(=O)C1=C(c2ccc(F)cc2F)C[C@@H]2CC[C@H]1N2C(=O)NCc1ccc(F)cc1
    0.4% | ? | ?
- COc1ccc(C(=O)/C=C/c2cccs2)c(OC(=O)N2CCOCC2)c1
    -1.1% | ? | -11.0%
- CCOc1c(Cl)cc(CNCCc2c[nH]c3ccccc23)cc1OC
    2.4% | 14.6µM* | ?
- CCCCn1c(=O)c(C(=O)NCCc2ccccc2)c(O)c2ccccc21
    -9.8% | ? | ?
- COC(=O)C1=C(c2ccc3ccccc3c2)C[C@@H]2CC[C@H]1N2C(=O)N1CCCCC1
    0.9% | 1.84µM* | 2.31µM*
- O=c1c2ccccc2nc(-c2ccccc2)n1-c1nccs1
    4.3% | ? | 16.0%
- Fc1cccc(C2NCc3ccccc3-n3cccc32)c1 (configuration not stated)
    . | -22.9% | ?
- c1cncc(C2CCCCN2Cc2ccc3c(c2)OCO3)c1 (configuration not stated)
    4.9% | -26.3% | -26.0%
- Cc1ccc(-c2nnc(Nc3ccc(Br)cc3)c3ccccc23)cc1S(=O)(=O)NCc1nc2ccccc2[nH]1
    . | 23.1µM* | ?
- Cc1nn(Cc2ccccc2)c(Cl)c1C(=O)OC(C)C(=O)Nc1ccc(F)cc1Cl (configuration not stated)
    -5.4% | ? | ?
- CCOc1cc(CNCCc2c[nH]c3ccccc23)cc(Cl)c1OC
    5.1% | 5.8µM* | 8.2µM*
- CC(=O)OC1C2CCC3C1(CC(O)[C@@]1(O)[C@@H](CC(O)C1(C)C)[C@]3(C)O)C[C@@]2(C)O (some centres not stated)
    2.9% | 1.0% | 7.1%
- Cc1ccc(C(=O)OCC(=O)NC2CCCCC2)o1
    ? | -19.2% | 5.8%
- CC(Cc1ccccc1)NCCC(=O)NC(C)Cc1ccccc1 (configuration not stated)
    . | ? | ?
- COC(=O)C1=C(c2ccc(S(C)(=O)=O)cc2)C[C@@H]2CC[C@H]1N2C(=O)NCCCOC(C)C
    . | -11.9% | -17.2%
- O=C1NC(=O)N(c2ccccc2)C(=O)/C1=C/c1ccc(Sc2ccccc2)o1
    -11.6% | ? | ?
- N#CC1(c2ccccc2)CCN(C2CC(=O)N(c3ccc4c(c3)OCO4)C2=O)CC1 (configuration not stated)
    -6.0% | 7.4% | -20.6%
- CCN(CC)C(=O)C(C(=O)c1cccc([N+](=O)[O-])c1)n1cc(Cl)ccc1=O (configuration not stated)
    6.2% | ? | -19.5%
- COc1cc(C(CN)CC(=O)O)ccc1O (configuration not stated)
    -2.9% | 1.0% | -8.0%
- CCN(C[C@H]1N[C@@](CC)(C(=O)OC)[C@H]2C(=O)N(Cc3ccccc3)C(=O)[C@@H]12)S(=O)(=O)c1ccc(OC)cc1
    0.2% | ? | 23.1µM*
- C=CCN1CC[C@]23c4c5ccc(O)c4OC2C(=O)CC[C@@]3(O)C1C5 (some centres not stated)
    . | -3.2% | 14.3%
- Cc1ccc(-n2c(=S)[nH]c3ccccc3c2=O)cc1F
    . | ? | -26.2%
- CC(=O)N1CC(=O)Nc2ccc(Cl)cc2C1c1ccc(F)cc1 (configuration not stated)
    1.2% | -4.1% | 5.1%
- CCOc1ccc2nc(N=Nc3c(O)[nH]c(=O)[nH]c3=O)sc2c1
    39.8µM* | 11.0% | -12.6%
- CN(C)CP(=O)(Nc1ccccc1)N(C)C (configuration not stated)
    2.0% | -9.0% | 3.0%
- CCCCCCC(=O)CCCCCC/C=C/C[C@@H](O)[C@H](O)[C@@](N)(CO)C(=O)O
    8.9% | ? | ?
- Oc1c(Cl)cc(Cl)cc1CN1CCN(Cc2ccccc2)CC1
    4.1% | -23.9% | -15.9%
- CCOC(=O)C1CCCCC12C(C#N)=C(N)Oc1n[nH]c(C)c12 (configuration not stated)
    5.4% | -9.7% | -4.1%
- C[N+](C)(N)CCOC(=O)C(O)(c1ccccc1)C1CCCCC1 (configuration not stated)
    . | -2.8% | -0.6%
- COCCNC(=O)c1c(NC(=O)c2ccc(Br)o2)n(Cc2ccccc2)c2nc3ccccc3nc12
    1.3% | ? | 18.4µM*
- CCOP(=O)(CN(CC)CCNP(=O)(OCC)OCC)OCC
    5.0% | -8.6% | -3.6%
- CCOC(=O)C1CCCN(Cc2ccc(-c3ccccc3)cc2)C1 (configuration not stated)
    . | ? | ?
- COc1ccc(C(=O)NC(=S)N2C[C@H]3C[C@H](C2)c2cccc(=O)n2C3)cc1
    . | 2.9% | 18.5%
- Cn1c(=O)cc(SCC(=O)N2CCC3(CC2)OCCO3)c2ccc(Cl)cc21
    5.2% | -29.5% | ?
- O=C1CC(=O)N(Cc2ccccc2)C(=O)N1
    . | -1.0% | -10.7%
- Cn1c(=O)c2c(nc(-c3ccc(N(CCCl)CCCl)cc3)n2C)n(C)c1=O
    . | 25.9µM* | 14.6µM*
- c1cc2c(cc1N1CCOCC1)CNCc1cnnn1-2
    . | -0.2% | -0.5%
- NC(Cc1ccc(O)cc1)C(=O)NN=Cc1ccc(N(CCCl)CCCl)cc1 (configuration not stated)
    . | 13µM* | 8.2µM*
- O=S(=O)(c1ccc(Cl)cc1)N1Cc2cc(Br)ccc2-n2nncc2C1
    . | 23.1µM* | 20.6µM*
- Cc1ncc(CO)c(CN)c1O
    4.3% | -23.9% | ?
- CC(=NCCC1=CCCCC1)c1c(O)n(-c2ccccc2)c(=O)[nH]c1=O
    4.7% | ? | -6.5%
- CC(=O)Nc1ccc(N=Cc2c(O)n(Cc3ccco3)c(=O)[nH]c2=O)cc1
    17.8µM* | -4.9% | 1.9%
- NN=C(N)N
    9.0%[56.1 µM] | ? | -9.4%&8.2%&6.0%
- O=C(O)c1ccc(N=Cc2c(O)n(Cc3ccc(F)cc3)c(=O)[nH]c2=O)cc1
    0.0% | 11.7% | 5.3%
- CN(C)c1ccc(/C=C2\C(=O)NC(=O)N(CCc3ccc(F)cc3)C2=O)cc1
    -1.9% | 2.2% | 6.0%
- O=C1CN=C(c2ccccc2)c2ccccc2N1Cc1ccc(C(F)(F)F)cc1
    2.6% | ? | 22.4µM*
- CCC(=NCCCN1CCOCC1)c1c(O)n(-c2ccccc2C)c(=O)[nH]c1=O
    -4.8% | -4.2% | -10.0%
- OC1CCCCC1N1CCC(c2ccccc2)CC1 (configuration not stated)
    9.5%[56.1 µM] | 15.1%&-2.9% | 8.6%&-2.2%
- COC(=O)[C@H]1[C@H]2C[C@@H]3c4[nH]c5cc(OC)ccc5c4CCN3C[C@H]2C[C@@H](OC(=O)/C=C/c2cc(OC)c(OC)c(OC)c2)[C@@H]1OC
    . | 13µM*! | ?
- CCC(C)NC(=O)CN1C(=O)CN=C(c2ccccc2)c2ccccc21 (configuration not stated)
    1.1% | -11.9% | -10.2%

(listing goes on)
Order of results – TDP1 inh | TDP1 cell noCPT | DT40 TDP1 CPT
- COCCCOc1ccnc(CS(=O)c2nc3ccccc3[nH]2)c1C (configuration not stated)
    12.2% | ? | 23.7µM*
- CN(C)c1ccc(C=Cc2ccnc3c(O)cccc23)cc1
    . | 13µM* | ?
- CC1N(C)c2cc(NC(=O)c3ccco3)c(P(=O)(Nc3ccc([N+](=O)[O-])cc3)N3CCOCC3)cc2C1(C)C (configuration not stated)
    6.9% | 5.17µM* | 4.61µM*
- CCC1(Oc2ccccc2)C(=O)NC(=O)NC1=O
    . | -8.7% | 5.4%
- Cc1cc(C)cc(NC(=O)CSc2oc(-c3cccs3)nc2S(=O)(=O)c2ccc(Br)cc2)c1
    -2.9% | 6.51µM* | 5.8µM*
- CCOc1ccc(CN(CCc2ccc3c(c2)OCO3)Cc2ccc(C)cc2)cc1
    . | ? | ?
- C=CCn1c(O)c(/C=N/N2CCOCC2)c(=O)[nH]c1=S
    0.0% | 3.4% | -0.2%
- c1ccc(CNC2=NCCS2)cc1
    4.5% | -0.1% | 14.0%
- Fc1ccc(C2NCCc3[nH]cnc32)cc1 (configuration not stated)
    2.6% | -16.2% | 5.2%
- O=C(Nc1ccc(Cl)cc1)N1CC1
    . | 14.6µM* | 8.2µM*
- Cc1ccc(S(=O)(=O)c2nc(-c3ccccc3Cl)oc2N(C)C2CCN(C)CC2)cc1
    6.5% | ? | ?
- O=C(c1ccc(N2CC3CC(C2)c2cccc(=O)n2C3)c([N+](=O)[O-])c1)N1CCCCC1 (configuration not stated)
    2.6% | -0.6% | 3.5%
- O=C1NC(=O)N(c2ccccc2)C(=O)/C1=C/C=C/c1ccco1
    . | 4.61µM* | 4.61µM*
- O=c1c2ccccc2nc(-c2ccccc2)n1-c1ccccc1
    . | 8.2µM* | ?
- CCCCn1c(O)c(C(C)=Nc2ccc3c(c2)CCC3)c(=O)[nH]c1=O
    . | ? | ?
- CCC12CN3CCN(CC(C3)/C1=N/NC(=O)c1ccncc1)C2
    1.2% | -4.2% | 1.9%
- O=S1(=O)N(CCN2CC=C(c3c[nH]c4cc(F)ccc34)CC2)c2cccc3c2N1CCC3
    17.9%[56.1 µM] | 16.4µM* | 9.2µM*
- CCOP(=O)(OCC)C(NC(=O)c1ccccc1C)C(Cl)(Cl)Cl (configuration not stated)
    5.4% | 0.1% | -17.2%
- Nc1cccc(SC2CC(=O)N(c3ccc(Cl)cc3C(=O)c3ccccc3)C2=O)c1 (configuration not stated)
    . | 20.6µM* | ?
- NC(=Nc1ccccc1)NN=Cc1c[nH]c2ccccc12
    . | 0.92µM* | 1.03µM*
- O=c1c2ccccc2nc(-c2ccccc2)n1-c1ccncc1
    2.1% | -5.7% | ?
- Cc1ccc(C)c(S(=O)(=O)Nc2ccc3c(c2)CCCN3C(=O)c2cccs2)c1
    1.2% | 18.4µM* | 16.4µM*

Screening data (PubChem BioAssay)
